Source: PubChem
PKM2 activator = activators of human pyruvate kinase M2; purified PKM2, Kinase-Glo ATP luminescence, activation; response scale: 0% is enzyme alone, no compound; Potency, µM (top dose mostly 57.5 µM), for the others: at the top dose activation, hits mostly activators; 260,000 tested, 0.34% active; AID 1631; note: potency is the fitted concentration of half-maximal effect; % is set by controls: 0 for no effect and ±100 for the full control effect; nearly all actives have a fitted effect of over 55% in size
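ATP formation by purified human PK-M2, quantified via coupled luciferase luminescence after 1 h at room temperature with 0.1 mM ADP and 0.5 mM PEP final.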
Menin MLL FP TR = inhibitors of human menin-MLL interaction, mutant MLL peptide | Potency, µM (highest dose often 61.6 µM), inactives show at the highest dose FP activity change, negative = inhibition, usual class: inhibitors | Menin + Texas Red MLL mutant peptide, fluorescence polarization | 270,000 tested, 0.23% active; active = well fitted inhibition curve with a large enough effect in the polarisation, with a control signal flat, not every such curve was filed as active; inconclusive = small, poorly fitted or top-dose-only effect, or effect the other way, or a change in a side signal; inactive = no such curve, though single readings can be large or run the other way; the % refers to the polarisation; note: potency is the fitted concentration of half-maximal effect; % of control where 0% means no effect; many of its hits are not listed in these tables
Target sequence (O00255 whole entry, looked up): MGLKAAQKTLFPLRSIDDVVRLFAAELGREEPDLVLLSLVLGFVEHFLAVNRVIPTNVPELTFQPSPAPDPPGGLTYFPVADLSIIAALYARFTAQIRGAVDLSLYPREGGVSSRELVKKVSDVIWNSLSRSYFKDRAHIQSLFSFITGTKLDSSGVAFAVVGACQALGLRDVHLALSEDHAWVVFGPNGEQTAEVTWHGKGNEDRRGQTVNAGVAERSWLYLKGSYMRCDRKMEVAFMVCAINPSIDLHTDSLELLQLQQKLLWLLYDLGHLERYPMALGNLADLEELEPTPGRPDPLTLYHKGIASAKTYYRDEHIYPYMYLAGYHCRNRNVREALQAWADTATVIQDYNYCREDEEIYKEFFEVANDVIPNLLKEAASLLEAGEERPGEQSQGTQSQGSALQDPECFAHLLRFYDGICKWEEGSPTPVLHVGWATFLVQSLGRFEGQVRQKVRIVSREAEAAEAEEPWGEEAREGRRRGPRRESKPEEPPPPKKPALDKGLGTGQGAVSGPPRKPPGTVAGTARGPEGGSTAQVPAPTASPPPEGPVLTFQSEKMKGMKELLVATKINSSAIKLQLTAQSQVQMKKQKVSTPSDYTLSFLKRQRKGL
TSG101-PTAP inh = blocks PTAP/TSG101 interaction to inhibit HIV-1 budding; Q99816; Fluorescence polarization, FITC-PTAP peptide / Tsg101 binding; Potency, µM (highest dose often 115 µM), for inactives: top-dose activity change, negative = inhibition, most hits filed as inhibitors; 340,000 tested, under 10 active; AID 493005; active = well fitted inhibition curve with a large enough effect in the main read-out, with a control signal flat, not every such curve was filed as active; inconclusive = small, poorly fitted or top-dose-only effect, or effect the other way, or a change in a side signal; inactive = no such curve, though single readings can be large or run the other way; note: potency is the fitted concentration of half-maximal effect; % of control where 0% means no effect
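FP read-out: FITC-PTAP peptide, 50 nM final, binding Tsg101 binding domain, 10 uM final; 20 min, r.t.; 10 mM HEPES pH 7.5, 0.15 M NaCl, 0.01% Tween 20, 3 mM EDTA, 0.1 mM TCEP.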
Giardia kill = kills Giardia lamblia; Giardia lamblia trophozoite viability; activity change, % at 7.66 µM, hits read low; AID 540267; 340,000 tested, 0.15% active; in the data active = activity change below about -80%; inconclusive = between about -30% and that limit;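 note: parasites exposed to compound for two days anaerobically before the ATP read; % is set by controls: 0 for no effect and ±100 for the full control effect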
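Killing of trophozoites was scored by loss of ATP luminescence after a 48 hrs anaerobic exposure to compounds at 37 deg C, using 100 cells per well.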
a7 integrin act = activators of alpha7 integrin expression for muscular dystrophy; 350,000 tested, 0.064% active; Potency, µM (titrated, usually from 38.3 µM), inactives show at the top dose activation, actives largely listed as activators; alpha7betagal myoblasts, beta-gal FDG fluorescence, 48 h;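 note: potency is the fitted concentration of half-maximal effect; 100% = response of the positive control SU9516; nearly all actives have a fitted effect of over 60% in size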
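Alpha7betagal+/- myoblasts (passage 13) were plated 16-24 hr, then exposed to compounds (1:260 dilution of DMSO stock) for 48 hours at 37C. After MPER lysis, β-galactosidase reporter activity was read as FDG fluorescence (ex 480/em 540) after 30 minutes.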
Tb PFK block = inhibitors of T. brucei phosphofructokinase; T. brucei PFK, ADP-Glo luminescence; Potency, µM (doses to about 57.5 µM), for the others: top-dose activity, negative = inhibition, usual class: inhibitors; 330,000 tested, 0.17% active;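 note: potency is the fitted concentration of half-maximal effect; 0% = uninhibited 1x PFK enzyme wells and -100% = no-enzyme wells; nearly all actives have a fitted effect of over 60% in size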
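1.25 nM PFK with 0.5 mM F6P and 0.1 mM ATP in 0.1 M TEA pH 8.0, 5 mM MgCl2, incubated 45 min at room temperature; ADP measured by ADP-Glo luminescence; compounds titrated up to 57 uM.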
GALK inhibitor = blocks human galactokinase activity; Purified GALK, Kinase-Glo residual ATP luminescence; Potency, µM (titrated, usually from 57.5 µM), inactives show top-dose activity change, negative = inhibition, most hits filed as inhibitors; AID 1868; 270,000 tested, 0.007% active; P51570; note: potency is the fitted concentration of half-maximal effect; % is set by controls: 0 for no effect and ±100 for the full control effect
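The enzyme phosphorylates galactose (100 uM) using ATP (35 uM); inhibition is detected as higher residual ATP, quantified by bioluminescence after 1 h reaction at room temperature, pH 8.0.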
BCR signal inh = inhibitors of chronic active B-cell receptor signaling; ABC-DLBCL IkBa-CBG/CBR reporter, luminescence ratio, 4 h; Potency, µM (titrated, usually from 46.1 µM), for the others: at the top dose ratio change, negative = lower green/red ratio, most hits filed as inhibitors; 340,000 tested, 0.05% active; active = well fitted inhibition curve with a large enough effect in the signal ratio, with a control signal flat, not every such curve was filed as active; inconclusive = small, poorly fitted or top-dose-only effect, or effect the other way, or a change in a side signal; the % refers to the signal ratio;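 note: potency is the fitted concentration of half-maximal effect; plate controls were basal doxycycline-induced cells for no effect and cells given 10 µM MG132 for full effect; MG132 reads +100%, hits lower the ratio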
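TMD8 ABC-DLBCL cells carrying doxycycline-inducible green luciferase fused to IkappaBalpha plus unfused red luciferase were exposed to compounds (up to 46 uM) for 4 hrs at 37C. Activity came from the overlap-corrected green/red luminescence ratio.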
B2AR arrestin = recruits beta-arrestin to the human beta2-adrenergic receptor | P07550 | beta-arrestin recruitment to beta2AR, cell-based reporter | Potency, µM (top dose mostly 46.1 µM), without a hit: at the highest dose activation, usual class: activators | 330,000 tested, 0.02% active | AID 492947;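 note: potency is the fitted concentration of half-maximal effect; 0% = DMSO controls and full agonism = EC100 isoproterenol or metaproterenol; nearly all actives have a fitted effect of over 65% in size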
Target sequence (P07550 whole entry, looked up): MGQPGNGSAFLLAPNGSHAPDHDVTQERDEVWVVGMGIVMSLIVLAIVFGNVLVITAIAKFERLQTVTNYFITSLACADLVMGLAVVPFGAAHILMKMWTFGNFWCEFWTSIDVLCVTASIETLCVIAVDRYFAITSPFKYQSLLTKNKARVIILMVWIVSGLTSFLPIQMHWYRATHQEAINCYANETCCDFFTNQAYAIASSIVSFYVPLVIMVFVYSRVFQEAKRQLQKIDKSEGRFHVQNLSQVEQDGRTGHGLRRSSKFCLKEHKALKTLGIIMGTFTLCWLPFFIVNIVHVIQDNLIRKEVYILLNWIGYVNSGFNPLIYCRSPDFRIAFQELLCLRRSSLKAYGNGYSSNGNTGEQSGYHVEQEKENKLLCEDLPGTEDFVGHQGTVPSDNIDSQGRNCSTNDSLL
Coupling enz = coupling enzyme interference in Giardia aldolase counter-screen; coupling enzyme system counterscreen, AmpLite Red fluorescence; activity change, negative = inhibition, % at 58.2 µM, hits read low; 290,000 tested, 0.67% active; in the data active = activity change below about -30%; note: % is set by controls: 0 for no effect and ±100 for the full control effect
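Coupling enzymes only (glyceraldehyde-3-phosphate) + compound, at 57.5 uM final, 10 min RT; add substrate/coupling/AmpLite Red mix, 20 min RT; fluorescence ex 525/em 598 nm. Actives flag coupling-system interference.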
ASM inhibitor = blocks human secretory acid sphingomyelinase | P17405 | placental ASM, HMU-PC fluorogenic substrate, 60 min | Potency, µM (top dose mostly 57.5 µM), inactives show top-dose activity change, negative = inhibition, actives largely listed as inhibitors | 340,000 tested, 0.006% active | AID 504937; note: potency is the fitted concentration of half-maximal effect
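qHTS format. ASM enzyme prepared from human placenta hydrolyses the fluorogenic substrate HMU-PC0 (9 uM final) over 60 min at 37 °C after a 10 min compound preincubation.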
An asterisk follows results filed as active; ? = inconclusive; . = no result given; & = joins results of further samples; [ ] = another dose, or the depositor's remark. Unless noted, calls come from the whole dose curve; as a rule, active = well fitted curve in the direction sought with a large enough effect; inconclusive = small, poorly fitted or top-dose-only effect, or another doubt; inactive = no such curve, though single readings can be large; an effect the other way counts as inactive or inconclusive. An excerpt; the hit share may differ from the screen's.

SMILES	PKM2 activator	Menin MLL FP TR	TSG101-PTAP inh	Giardia kill	a7 integrin act	Tb PFK block	GALK inhibitor	BCR signal inh	B2AR arrestin	Coupling enz	ASM inhibitor
CCCOc1cccc(NC(=O)c2c(-c3ccccc3)noc2C)c1	-9%	0%	-3%	21	0%	-2%	-1%	7%	0.5%	-3	-7%
COc1ccccc1-n1cc2c([N+](=O)[O-])cc([N+](=O)[O-])cc2n1	.	?	-3%	-85*	-19%	3%	-1%	-4%	-0.1%	1	-1%
Cc1oc(-c2ccccc2F)nc1CS(=O)(=O)CC(=O)NCCN(C)C1CCCCC1	18%	-2%	-2%	-3	-66%[inhibitor]	0%	3%	2%	-0.3%	0	-3%
C=CCn1c(SCC(N)=O)nc(C)cc1=O	-6%	3%	-2%	1	0%	-4%	-2%	?	0.1%	-2	6%
CC(C)COc1ccc(Cc2cnc(N)nc2N)cc1	-8%	-15%	-1%	1	-41%	-4%	2%	7%	0.5%	3	1%
O=C(CSc1nc2c([nH]c3ccccc32)c(=O)n1-c1ccccc1)NCC1CCCO1 (centres undefined)	-4%	?	-4%	-2	?	4%	-1%	-4%	0.4%	-1	-1%
Cc1cc(=O)[nH]c(NCc2ccccc2)n1	-5%	.	-10%	-7	?	-10%	4%	0%	0.5%	8	1%
CC(C(=O)NCc1ccccc1Cl)n1cc([N+](=O)[O-])cn1 (centres undefined)	-2%	6%	-3%	-12	4%	-7%	4%	2%	-0.6%	3	-1%
COc1ccc(C2/C=C\CN(S(=O)(=O)c3ccc4ccccc4c3)CC(=O)N2Cc2ccc(F)cc2)cc1 (centres undefined)	1%	25%	0%	-9&-2	21%	4%	-2%	?	-0.4%	-1&-2	6%
CSc1nnc(-c2ccncc2)n1/N=C/c1cn(-c2ccccc2)nc1-c1ccc(Cl)cc1	-10%	.	-3%	3	12%	-1%	3%	5%	0.0%	-2	-28%
CCOC(=O)N1CCC(n2c(SCC(=O)NCc3ccccc3)nc3ccccc3c2=O)CC1	1%	-11%	-13%	12	-34%	1%	-1%	7%	0.1%	0	-3%
CN(c1ccc(C(=O)Nc2ccc(CC#N)cc2)cc1)S(C)(=O)=O	-2%	?	-4%	-18	-16%	-2%	0%	5%	-0.1%	4	0%
CC1(c2ccc3noc(-c4ccc(F)cc4)c3c2)OCCO1	-2%	7%	-24%	3	-28%	2%	4%	?	-0.1%	-2	-1%
CCCC(O)(CCC)C(=O)NNc1ccc(C)cc1	-8%	.	-3%	-1	6%	-5%	1%	2%	-0.1%	4	2%
COc1ccc(-c2nn(C)c3sc(C(=O)N4CCOCC4)cc23)cc1OC	1%	?	-3%	-7	19%	7%	0%	?	-0.1%	-3	2%
O=C(COC(=O)c1cc[n+]([O-])cc1)NC(=O)c1ccc(OC(F)F)cc1	.	.	-6%	9	2%	-3%	.	1%	-0.2%	.	5%
CCCCn1c(N)c(N(CCC(C)C)C(=O)C2CCCC2)c(=O)[nH]c1=O	.	.	6%	1	?	0%	.	0%	0.5%	.	24%
COc1ccc(Cl)cc1S(=O)(=O)N1CCN=C1C	-1%	-4%	-5%	-2	25%	0%	3%	-15%	0.0%	1	7%
Cc1ccc2oc(=O)n(CCOc3ccccc3)c2c1	0%	-8%	1%	11	0%	0%	-1%	5%	0.3%	0	-1%
CC(=O)c1cccc(NC(=O)CCNS(=O)(=O)c2cccc3nsnc23)c1	0%	17%	-1%	-3	-1%	.	0%	.	.	0	-1%
O=C(COC(=O)C1CCCCC1)NCCc1ccccc1	-13%	1%	-4%	-1	-7%	-5%	0%	0%	-0.2%	2	-5%
COc1ccc(C)cc1S(=O)(=O)N1CCCC(C(=O)NCc2ccccn2)C1 (centres undefined)	-6%	.	-3%	10	24%	1%	-3%	1%	-0.9%	.	0%
Cc1cccc(/C(N)=N/OC(=O)c2ccoc2C)c1	.	18%	-7%	-16	?	?	22%	?	-0.1%	1	0%
C/C(=N\NC(=O)c1cc(C)oc1C)c1ccc(N2CCOCC2)cc1	1%	-8%	1%	-15	-13%	0%	-1%	?	-0.1%	0	1%
COc1ccc(NS(=O)(=O)c2ccc(F)cc2F)cn1	.	.	-3%	-7	21%	0%	-1%	6%	-1.5%	-3	9%
CN(C)S(=O)(=O)c1ccc(NC(=O)CN2C(=O)NC(Cc3ccccc3)C2=O)cc1 (centres undefined)	.	.	-3%	-8	0%	-8%	.	9%	0.4%	.	-2%
Cc1noc(C)c1COc1ccccc1C(=O)N(C)Cc1ccc(F)cc1	.	.	-4%	18	8%	-1%	.	-12%	-0.8%	.	-2%
O=C(O)c1occc1CSc1ccccc1	-6%	13%	-8%	3	-21%	3%	-2%	9%	-0.9%	5	9%
CCOC(=O)C(=CNc1cc(C)nn1-c1ccc(C)cc1)C(=O)OCC	2%	.	-4%	19	-46%[inhibitor]	1%	0%	-3%	-0.1%	1	-4%
O=C(COC(=O)c1cccnc1Cl)Nc1cc(S(=O)(=O)N2CCCCCC2)ccc1Cl	.	.	-3%	13	15%	2%	.	-16%	0.0%	.	-1%
CC(C)CC(=O)NN(C)c1nc(-c2ccccc2)nnc1C(F)(F)F	1%	-4%	-3%	1	4%	2%	-3%	?	0.0%	0	0%
COC(=O)c1cc2c(=O)c3ccccc3oc2nc1/C=C/N(C)C	.	?	9%	12	-526%[inhibitor]	4%	0%	2%	-1.3%	0	11%
CC(=O)c1cccc(NC(=O)CN(C)S(=O)(=O)c2ccc3c(c2)CCC(=O)N3)c1	-17%	26%	-6%	1	2%	-3%	.	-4%	-0.1%	3	6%
CC(C)(C)c1cc(C(=O)NCc2ccccc2)ccn1	-1%	6%	-8%	5	-5%	-2%	-1%	5%	-1.0%	4	4%
CNc1nc(N)c([N+](=O)[O-])c(Nc2cccc(Cl)c2)n1	23%	.	-9%	-10	41%	2%	.	?	-0.2%	-1	-9%
CCOC(=O)C1CCCN(c2cc(=O)n(Cc3ccc(F)cc3)c(=O)[nH]2)C1 (centres undefined)	14%	-2%	0%	-1	1%	-7%	1%	-1%	0.1%	-1	-2%
CC(C#N)Sc1nnc(Nc2ccccc2)s1 (centres undefined)	1%	13%	-19%	-19	?	-3%	-1%	-13%	0.1%	-2	2%
Cc1ccc(-c2noc(CCC(=O)NCCCN3CCN(c4cccc(Cl)c4)CC3)n2)cc1	2%	-3%	-2%	5	-54%[inhibitor]	4%	9%	?	0.0%	-10	-5%
COC(=O)[C@@H]1C[C@@]2(O)[C@H](O)[C@H](O)[C@H](O)C[C@H]2N1Cc1ccccc1OS(=O)(=O)c1ccc(C)cc1	2%&9%	-1%	1%	-5	22%	2%	-1%	-9%	0.3%	2&4	5%
CCOC(=O)N=S(=O)(Oc1ccc([N+](=O)[O-])cc1)c1ccc(Cl)cc1 (centres undefined)	0%	-21%	-4%	-14	-7%	0%	-3%	?	0.3%	-3	-3%
CC(=O)N1CCN(C(=O)c2cccc(S(=O)(=O)Nc3ccc(C)cc3)c2)CC1	1%	9%	-2%	14	-17%	0%	-3%	?	-0.2%	-5	-2%
CCN(CC)CCCN1C(=O)C(O)=C(C(C)=O)C1c1cccc(OC)c1 (centres undefined)	0%	6%	.	.	.	-5%	-1%	-1%	-0.1%	0	.
COc1ccc(N2CCN(CCNC(=O)CCNS(=O)(=O)c3cccs3)CC2)cc1	0%	-5%	-1%	3	-23%	-6%	0%	6%	-0.3%	-1	-3%
CC1CC(C)CN(CCCNC(=O)c2nn(C)c3c2CS(=O)(=O)c2ccccc2-3)C1 (centres undefined)	-15%[0.46 µM]	-4%	-4%	6	-11%	-3%	-1%	-6%	0.2%	-1	6%
CC(=O)Oc1ccc(C(=O)NC(C)CCc2ccccc2)cc1 (centres undefined)	1%	7%	-7%	-29	-18%	0%	.	-3%	-0.7%	0	-1%
O=C(NCc1cccnc1)c1ccc(CS(=O)(=O)c2ccc(Cl)cc2)o1	-1%	7%	-9%	4	-19%	-13%	4%	6%	0.0%	4	-2%
CCOc1cc(Br)ccc1S(=O)(=O)N1CC(C)OC(C)C1 (centres undefined)	-5%	.	-1%	1	-14%	-2%	-1%	?	0.5%	-4	-2%
N#CCCN(Cc1cccnc1)S(=O)(=O)c1ccc(S(=O)(=O)NC2CCCCC2)cc1	6%	-13%	-2%	4	-5%	0%	-2%	4%	-0.3%	4	-2%
O=C(Nc1nnc(Cc2c[nH]c3ccccc23)s1)c1ccc(Cl)cc1Cl	2%	?	1%	0	8%	-5%	-3%	?	-0.3%	0	-6%
